BioA inh – M. tuberculosis BioA enzyme inhibitors, primary screen, biochemical, plate reader, single point, HTS; 7,8-diaminopelargonic acid synthase BioA (Mycobacterium tuberculosis); purified M. tuberculosis BioA enzyme; inhibition, % at 9.99 µM; 360,000 compounds, 0.096% hits; AID 602481, 2012; in the data active means inhibition above about 40%
* = called active by the depositor. Not all compounds are listed (hit frequency here may not be typical).

smiles | BioA inh
COc1cccc(S(=O)(=O)N[C@H]2CC[C@@H](CCn3cc(-c4ccccc4)nn3)O[C@@H]2CO)c1 | 2.8
O=C(c1cccc(F)c1)N1C[C@@H]2[C@H](c3ccccc31)[C@@H](CO)N2C(=O)C1CC1 | -4.5
C[C@H](CO)N1C[C@H](C)[C@@H](CN(C)S(=O)(=O)c2ccc(Cl)cc2)Oc2ccc(NS(C)(=O)=O)cc2C1=O | -2.4
C[C@@H]1CN([C@@H](C)CO)C(=O)c2cc(NC(=O)Nc3cccc4ccccc34)ccc2O[C@@H](C)CCCCO[C@H]1CN(C)Cc1ccncc1 | -0.4
COCC(=O)N(C)C[C@@H]1Oc2ncc(C#Cc3ccc(F)cc3)cc2C(=O)N([C@@H](C)CO)C[C@@H]1C | -0.6
CN1CCN(C(=O)[C@H]2[C@H](CO)[C@H]3Cn4c(ccc(C5=CCCC5)c4=O)[C@H]3N2Cc2nccs2)CC1 | -1.2
CNC[C@H]1OCCCC[C@@H](C)Oc2ccc(NC(=O)Nc3cccc4ccccc34)cc2C(=O)N([C@H](C)CO)C[C@@H]1C | -2.4
CO[C@@H]1CN(C)C(=O)c2ccc(NC(=O)C3CCCC3)cc2OC[C@H](C)NC[C@@H]1C | 6.2
CC(C)NC(=O)N1C[C@H]2[C@@H](c3ccccc31)[C@H](CO)N2C(=O)c1ccncc1 | 3.0
C[C@H](CO)N1C[C@H](C)[C@@H](CN(C)Cc2ccccc2F)Oc2ncc(C3=CCCC3)cc2C1=O | 5.5
C[C@H]1CCCCO[C@H](CN(C)Cc2ccc(C(=O)O)cc2)[C@@H](C)CN([C@@H](C)CO)C(=O)c2cc(NC(=O)Nc3ccccc3)ccc2O1 | -0.9
C[C@@H]1CCCCO[C@@H](CN(C)CC2CCCCC2)[C@@H](C)CN([C@H](C)CO)C(=O)c2cc(NS(=O)(=O)c3cccs3)ccc2O1 | -1.2
CC(=O)N(C)C[C@@H]1Oc2cc(C#CC3CCCCC3)ccc2S(=O)(=O)N([C@@H](C)CO)C[C@H]1C | 1.1
CC(=O)NC[C@H]1[C@@H](c2ccccc2)[C@H](CO)N1C(=O)Cc1cccnc1 | -1.8
Cc1noc(C)c1NC(=O)Nc1ccc2c(c1)C(=O)N(C)[C@H]1CC[C@@H](CC(=O)N[C@@H]3CCN(Cc4ccccc4)C3)O[C@@H]1CO2 | 0.6
N[C@H]1CC[C@H](CCn2cc(-c3ccccn3)nn2)O[C@@H]1CO | -0.6
CCCNC(=O)[C@@H]1[C@@H](CO)[C@@H]2Cn3c(ccc(-c4cccc(F)c4)c3=O)[C@H]1N2CCC | 0.6
CC(C)NC(=O)N(C)C[C@@H]1OCc2ccccc2-c2ccccc2C(=O)N([C@H](C)CO)C[C@H]1C | -1.2
CN(C)CC(=O)N[C@@H]1CC[C@H](CCNC(=O)C2CCCC2)O[C@@H]1CO | 3.8
C[C@H](CO)N1C[C@H](C)[C@H](CN(C)C(=O)Nc2cccc3ccccc23)Oc2ccc(NC(=O)NC3CCCCC3)cc2C1=O | -1.2
CCNC(=O)Nc1ccc2c(c1)C(=O)N(C)[C@H]1CC[C@H](CC(=O)NCc3ccc(F)cc3)O[C@@H]1CO2 | -1.9
COc1ccc(NC(=O)Nc2ccc3c(c2)C(=O)N([C@@H](C)CO)C[C@@H](C)[C@H](CN(C)S(=O)(=O)c2cn(C)cn2)OCCCC[C@@H](C)O3)cc1 | -0.8
C[C@H]1CN([C@@H](C)CO)C(=O)c2ccccc2-c2ccccc2CO[C@H]1CN(C)S(=O)(=O)c1cccc(C#N)c1 | -0.6
O=C(C1CC1)N1CCCCN2[C@H](C1)[C@@H](c1ccc(C#CC3(O)CCCC3)cc1)[C@@H]2CO | -1.6
COc1cccc(NC(=O)N(C)C[C@H]2OCc3ccccc3-c3ccccc3C(=O)N([C@H](C)CO)C[C@H]2C)c1 | -1.4
Cc1ccc(S(=O)(=O)Nc2cccc3c2O[C@H](CN(C)Cc2ccc(C(=O)O)cc2)[C@H](C)CN([C@H](C)CO)C3=O)cc1 | -2.5
COc1ccccc1CNC(=O)C[C@@H]1C[C@@H]2c3cc(NC(=O)c4cccnc4)ccc3O[C@@H]2[C@H](CO)O1 | 6.7
C[C@H](CO)N1C[C@H](C)[C@H](CN(C)C(=O)Cc2ccccc2)OCCCC[C@H](C)Oc2ccc(NC(=O)Nc3ccc4c(c3)OCO4)cc2C1=O | -1.7
C[C@H]1CN([C@@H](C)CO)C(=O)c2cccc(NC(=O)c3nc4ccccc4s3)c2O[C@H]1CN(C)C(=O)Nc1cccc2ccccc12 | -0.4
O=C(C[C@@H]1CC[C@H]2[C@@H](COC[C@@H](O)CN2Cc2ccccc2F)O1)NC1CCC1 | -1.6

Already shown: an excerpt of the list.
smiles | BioA inh
C[C@H]1CCCCO[C@H](CN(C)Cc2ccc(C(=O)O)cc2)[C@@H](C)CN([C@@H](C)CO)C(=O)c2cc(NC(=O)Nc3ccccc3)ccc2O1 | -0.9
C[C@@H]1CCCCO[C@@H](CN(C)CC2CCCCC2)[C@@H](C)CN([C@H](C)CO)C(=O)c2cc(NS(=O)(=O)c3cccs3)ccc2O1 | -1.2
CC(=O)N(C)C[C@@H]1Oc2cc(C#CC3CCCCC3)ccc2S(=O)(=O)N([C@@H](C)CO)C[C@H]1C | 1.1
CC(=O)NC[C@H]1[C@@H](c2ccccc2)[C@H](CO)N1C(=O)Cc1cccnc1 | -1.8
Cc1noc(C)c1NC(=O)Nc1ccc2c(c1)C(=O)N(C)[C@H]1CC[C@@H](CC(=O)N[C@@H]3CCN(Cc4ccccc4)C3)O[C@@H]1CO2 | 0.6
N[C@H]1CC[C@H](CCn2cc(-c3ccccn3)nn2)O[C@@H]1CO | -0.6
CCCNC(=O)[C@@H]1[C@@H](CO)[C@@H]2Cn3c(ccc(-c4cccc(F)c4)c3=O)[C@H]1N2CCC | 0.6
CC(C)NC(=O)N(C)C[C@@H]1OCc2ccccc2-c2ccccc2C(=O)N([C@H](C)CO)C[C@H]1C | -1.2
CN(C)CC(=O)N[C@@H]1CC[C@H](CCNC(=O)C2CCCC2)O[C@@H]1CO | 3.8

Other results:
smiles | BioA inh
C[C@@H]1CN([C@@H](C)CO)C(=O)c2cc(C#Cc3ccccn3)cnc2O[C@H]1CN(C)C(=O)c1ccccn1 | 2.1
C[C@@H]1CCCCO[C@@H](CN(C)C(=O)Cc2ccccc2)[C@@H](C)CN([C@@H](C)CO)C(=O)c2cc(NS(=O)(=O)c3ccc(Cl)cc3)ccc2O1 | -1.6
COc1ccc(S(=O)(=O)N2CC[C@H]3[C@@H](CO)N(C)c4ccc(-c5ccc(F)cc5)cc4[C@H]32)cc1 | 6.8
O=C(Nc1ccccc1)N[C@@H]1CC[C@H](CCn2cc(C3(O)CCCC3)nn2)O[C@@H]1CO | 6.1
C[C@H](CO)N1C[C@H](C)[C@@H](CN(C)C(=O)Cc2ccccn2)Oc2ncc(-c3cncnc3)cc2C1=O | 0.2
COc1cccc(C#Cc2cnc3c(c2)C(=O)N([C@H](C)CO)C[C@H](C)[C@@H](CN(C)C)O3)c1 | -3.4
C[C@@H]1CCCCO[C@H](CN(C)C(=O)C2CCCCC2)[C@@H](C)CN([C@@H](C)CO)C(=O)c2cc(NS(=O)(=O)c3ccc(F)cc3)ccc2O1 | 1.0
CC(C)(O)C#Cc1ccc([C@@H]2[C@@H](CO)N3CCCCN(C(=O)c4ccc(F)cc4)C[C@@H]23)cc1 | -4.1
COc1ccc(S(=O)(=O)N(C)C[C@H]2OCCCC[C@@H](C)Oc3ccc(NC(=O)Nc4ccc(C(F)(F)F)cc4)cc3C(=O)N([C@@H](C)CO)C[C@@H]2C)cc1 | -0.8
COCC#Cc1ccc2c(c1)O[C@@H](CN(C)C)[C@H](C)CN([C@H](C)CO)S2(=O)=O | -1.8
CN1C(=O)c2cc(NS(C)(=O)=O)ccc2OC[C@@H]2O[C@@H](CC(=O)NCc3ccccc3)CC[C@H]21 | -1.8
N#C[C@@H]1[C@H](c2ccc(C#CC3CCCCC3)cc2)[C@H](CO)N1C(=O)c1cccc(F)c1 | -2.5
C[C@H](CO)N1C[C@H](C)[C@@H](CN(C)Cc2ccccc2)OCCCC[C@H](C)Oc2ccc(NS(=O)(=O)c3cn(C)cn3)cc2C1=O | -1.9
CCCC(=O)Nc1ccc2c(c1)OC[C@@H](C)N(Cc1ccccc1F)C[C@@H](C)[C@@H](OC)CN(C)C2=O | 13
CC(=O)Nc1ccc2c(c1)C(=O)N(C)[C@@H]1CC[C@@H](CC(=O)NCc3ccc(Cl)cc3)O[C@H]1CO2 | 5.3
COCC(=O)Nc1ccc2c(c1)C(=O)N(C)[C@H]1CC[C@H](CC(=O)NC3Cc4ccccc4C3)O[C@H]1CO2 | -1.2
CC=Cc1ccc2n(c1=O)C[C@H]1N[C@@H]2[C@@H](C(=O)NCc2ccc3c(c2)OCO3)[C@@H]1CO (mixture of isomers) | -0.2
CC(C)C#Cc1ccc([C@@H]2[C@@H](CO)N(C(=O)C3CC3)[C@H]2C#N)cc1 | -0.6
CO[C@H]1CN(C)C(=O)c2cccc(C#N)c2OCC[C@H]2CC[C@@H](OC)[C@@H](CN(C)C(=O)[C@@H]1C)O2 | -2.1
C[C@H]1CN([C@@H](C)CO)C(=O)Cc2cc(NC(=O)C3CC3)ccc2O[C@H]1CN(C)S(=O)(=O)c1ccccc1 | 0.9
O=C(C[C@@H]1C=C[C@H](NC(=O)c2ccc3c(c2)OCO3)[C@H](CO)O1)NCc1ccc(F)cc1 | 0.3
C[C@H](CO)N1C[C@H](C)[C@H](CN(C)C(=O)c2ccccc2)OCCCC[C@H](C)Oc2ccc(NC(=O)C3CCCCC3)cc2C1=O | 2.4
CN1[C@@H]2Cn3c(cccc3=O)[C@H]1[C@@H](C(=O)NCC1CCCCC1)[C@@H]2CO | -1.7
COc1cccc(NC(=O)N[C@@H]2CC[C@H](CC(=O)N3CCOCC3)O[C@@H]2CO)c1 | 0.6
C[C@@H]1CN([C@@H](C)CO)C(=O)c2cc(NC(=O)Nc3ccc4c(c3)OCO4)ccc2O[C@@H](C)CCCCO[C@@H]1CN(C)S(=O)(=O)c1ccc(Cl)cc1 | -0.3
CC(=O)N1C[C@@H]2[C@H](c3ccccc31)[C@@H](CO)N2C(=O)CC1CC1 | -6.8
C[C@H]1CN([C@@H](C)CO)C(=O)c2cccc(NS(=O)(=O)c3ccccc3)c2O[C@@H]1CN(C)Cc1ccc(C(F)(F)F)cc1 | -0.7
O=C(Nc1ccc2c(c1)[C@H]1C[C@@H](CC(=O)N3CCc4ccccc4C3)O[C@@H](CO)[C@H]1O2)NC1CCCC1 | -0.9
C[C@H](CO)N1C[C@H](C)[C@H](CN(C)C(=O)Nc2ccc3c(c2)OCO3)OCCCC[C@H](C)Oc2ccc(NS(=O)(=O)c3ccccc3)cc2C1=O | 0.8
COc1cccc(C#Cc2cnc3c(c2)C(=O)N([C@@H](C)CO)C[C@H](C)[C@@H](CN(C)C(=O)C2CCOCC2)O3)c1 | -0.7

Other entries follow.
smiles | BioA inh
CCC(=O)Nc1ccc2c(c1)C(=O)N(C)[C@H]1CC[C@@H](CC(=O)NCCN3CCCCC3)O[C@H]1CO2 | 3.7
CN1CCN(C(=O)C[C@H]2CC[C@@H](NC(=O)c3ccc4c(c3)OCO4)[C@@H](CO)O2)CC1 | 0.1
CO[C@@H]1CN(C)C(=O)c2ccc(NC(=O)Cc3ccccc3)cc2OC[C@H](C)N(C(=O)c2ccccc2F)C[C@@H]1C | -0.5
C[C@H]1CN([C@@H](C)CO)C(=O)c2cc(NC(=O)Cc3ccccc3)ccc2O[C@H]1CN(C)Cc1ccc(C(F)(F)F)cc1 | -1.7
CO[C@@H]1CN(C)C(=O)c2cc(NC(=O)Nc3cccc(Cl)c3)ccc2OC[C@@H](C)NC[C@@H]1C | 2.6
CO[C@@H]1CN(C)C(=O)c2ccc(NC(=O)C3CCCC3)cc2OC[C@H](C)N(C(=O)CC2CC2)C[C@H]1C | -16
C[C@H]1CCCCO[C@@H](CN(C)S(=O)(=O)c2cccs2)[C@@H](C)CN([C@@H](C)CO)C(=O)c2cc(NC(=O)NC3CCCCC3)ccc2O1 | 1.5
C[C@@H]1CN([C@H](C)CO)C(=O)Cc2cc(NC(=O)Nc3ccc(F)cc3)ccc2O[C@@H]1CN(C)S(C)(=O)=O | 0.6
C[C@@H]1CN([C@@H](C)CO)C(=O)Cc2cc(NS(C)(=O)=O)ccc2O[C@H]1CN(C)C(=O)Nc1ccc2c(c1)OCO2 | -2.2
C/C=C/c1ccc([C@H]2[C@@H](CNC(=O)C3CC3)N(C(=O)NCCC)[C@H]2CO)cc1 | -3.8
O=C(C[C@@H]1C[C@@H]2c3cc(NC(=O)C4CCC4)ccc3O[C@@H]2[C@H](CO)O1)NCC(F)(F)F | 0.4
C[C@H]1CN([C@@H](C)CO)C(=O)c2cc(NC(=O)CCCN(C)C)ccc2O[C@@H]1CN(C)CC1CC1 | -2.2
N#C[C@@H]1[C@H](c2ccc(C3=CCCCC3)cc2)[C@@H](CO)N1C(=O)CN1CCOCC1 | 0.1
C[C@H](CO)N1C[C@H](C)[C@H](CN(C)S(=O)(=O)c2ccccc2)OCCCC[C@H](C)Oc2ccc(NC(=O)c3ccncc3)cc2C1=O | 1.3
C[C@H]1CN([C@@H](C)CO)C(=O)c2cc(NC(=O)C3CC3)ccc2O[C@@H]1CN(C)S(=O)(=O)c1cccs1 | -2.2
COc1ccccc1-c1cccc(-c2nc(C(=O)NCc3ccncc3)cc3c2[C@H](CCO)N([S@@](=O)C(C)(C)C)C3)c1 | -0.2
C[C@@H]1CN([C@@H](C)CO)S(=O)(=O)c2ccc(-c3ccccc3)cc2O[C@@H]1CN(C)Cc1ccccc1 | -0.9
Cc1noc(C)c1NC(=O)Nc1ccc2c(c1)CC(=O)N([C@H](C)CO)C[C@@H](C)[C@H](CN(C)C(=O)NC(C)C)O2 | -0.8
